High-throughput results from PubChem.
UBC13 inh: inhibitors of human UBC13 polyubiquitin chain formation; TR-FRET; inhibition, % at 20 µM; 330,000 compounds, 0.47% hits; in the data active = inhibition above about 45%, passing the limit was not always enough
Gli-Sufu antag: antagonists of Gli-Sufu signaling | inhibition, % at 5 µM | Sufu-KO-LIGHT fibroblasts, Gli luciferase reporter luminescence | 340,000 compounds, 0.74% hits | AID 588413;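 active = inhibition above about 55%, limit read from the data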;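 note: 0% = DMSO-treated cells and 100% = wells with medium but no cells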
EBI2 antag: blocks human EBI2 receptor beta-arrestin signaling | AID 651636 | EBI2 beta-arrestin recruitment, luminescence, 7a,25-OHC stimulated | 360,000 compounds, 0.81% hits | inhibition, % at 5 µM; in the data active = inhibition above about 38%;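 note: enzyme fragment complementation signal reports receptor beta-arrestin coupling in cells; 0% = agonist plus DMSO wells and 100% = wells without agonist; some results beyond the cut were filed as inactive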
Target sequence (P32249 whole entry, looked up, the tested form may be a part): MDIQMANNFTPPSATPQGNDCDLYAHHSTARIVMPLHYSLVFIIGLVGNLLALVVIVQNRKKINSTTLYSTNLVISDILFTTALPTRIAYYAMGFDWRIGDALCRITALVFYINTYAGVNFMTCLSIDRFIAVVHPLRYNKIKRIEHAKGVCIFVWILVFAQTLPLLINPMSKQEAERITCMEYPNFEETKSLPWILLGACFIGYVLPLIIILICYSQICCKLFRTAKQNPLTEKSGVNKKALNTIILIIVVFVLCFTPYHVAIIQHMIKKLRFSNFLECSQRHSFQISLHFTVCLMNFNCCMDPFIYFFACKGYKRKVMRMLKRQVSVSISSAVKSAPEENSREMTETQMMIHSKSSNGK
APJ antagonist: antagonists of human APJ apelin receptor; P35414; CHO-K1 APJ beta-arrestin complementation, luminescence; inhibition, % at 20 µM; 330,000 compounds, 0.32% hits; AID 2521;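 active = inhibition above about 40% at 20 µM, limit read from the data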;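 note: cells challenged with 10 nM apelin-13 agonist together with compound; plate controls were apelin-13 plus DMSO wells for no effect and DMSO wells lacking apelin-13 for full effect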
CXCR6 inh: CXCR6 (human) receptor inhibition; O00574; CHO-K1 PathHunter CXCR6 beta-arrestin, luminescence; inhibition, % at 20 µM; 360,000 compounds, 0.36% hits; AID 602244; in the data active = inhibition above about 34%, passing the limit was not always enough;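 note: antagonist mode with CXCL16 agonist at 10 nM final; 0% = 10 nM CXCL16 with DMSO and 100% = unstimulated wells without agonist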
Target sequence (O00574 whole entry, looked up): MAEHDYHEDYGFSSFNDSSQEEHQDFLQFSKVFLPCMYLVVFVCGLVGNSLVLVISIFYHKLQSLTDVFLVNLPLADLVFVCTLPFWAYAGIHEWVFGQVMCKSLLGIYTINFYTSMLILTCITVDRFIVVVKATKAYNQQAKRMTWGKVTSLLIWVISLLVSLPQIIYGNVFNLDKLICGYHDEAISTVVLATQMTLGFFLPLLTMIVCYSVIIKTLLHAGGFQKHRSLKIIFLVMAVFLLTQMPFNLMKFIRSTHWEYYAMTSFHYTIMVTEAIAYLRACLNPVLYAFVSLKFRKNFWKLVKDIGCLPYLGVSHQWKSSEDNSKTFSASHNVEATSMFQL
Jurkat NFkB inh: lowers PMA/ionomycin-induced NF-kB signal in Jurkat cells. PMA/ionomycin-induced NF-kB luciferase reporter, luminescence. inhibition, % at 4 µM. 330,000 compounds, 0.53% hits; in the data active = inhibition above about 50%
CCR6 antagonist: antagonists of human CCR6 receptor. 340,000 compounds, 0.49% hits. AID 493098. CHO-K1 CCR6 PathHunter beta-arrestin, luminescence, CCL20-stimulated. P51684. inhibition, % at 20 µM;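 active = compounds whose inhibition of the agonist-driven luminescence signal at 20 µM reaches about 50%, limit read from the data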;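 note: cells stimulated with CCL20 at 14 nM final; plate controls were DMSO with CCL20 for no effect and DMSO without agonist for full effect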
Target sequence (P51684 whole entry, looked up): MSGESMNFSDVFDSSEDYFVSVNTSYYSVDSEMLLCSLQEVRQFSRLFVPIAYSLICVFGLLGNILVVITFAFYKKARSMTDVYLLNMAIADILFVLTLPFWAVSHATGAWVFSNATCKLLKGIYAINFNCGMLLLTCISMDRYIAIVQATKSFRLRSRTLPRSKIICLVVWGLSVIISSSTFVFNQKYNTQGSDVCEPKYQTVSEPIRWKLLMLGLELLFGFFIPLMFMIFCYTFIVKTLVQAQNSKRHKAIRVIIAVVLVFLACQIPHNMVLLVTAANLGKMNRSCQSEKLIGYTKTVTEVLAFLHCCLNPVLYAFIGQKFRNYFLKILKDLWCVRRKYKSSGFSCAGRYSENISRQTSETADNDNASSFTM
697 NFkB inh: inhibitors of the PMA/ionomycin-induced NF-kB reporter in 697 B cells; 697 B-cell NF-kB luciferase reporter, 16 h; AID 435022; inhibition, % at 4 µM; 330,000 compounds, 0.33% hits; in the data active = inhibition above about 35%
Starred values were filed as active, the others as inactive; · = not tested or not shown.

#	canonical_smiles	UBC13 inh	Gli-Sufu antag	EBI2 antag	APJ antagonist	CXCR6 inh	Jurkat NFkB inh	CCR6 antagonist	697 NFkB inh
1	CCCOc1ccc(N2C(=O)CC(NCC#N)C2=O)cc1 (centres undefined)	5	1	0	6	-9	2	-1	12
2	CC(=O)Nc1ccc(S(=O)(=O)N(C)c2ccc(OCC(=O)OCC(=O)N3CCCCC3)cc2)cc1	6	1	-5	8	-6	-18	5	14
3	COc1ccc(-n2nc(C(=O)NCC(=O)NCCCN3CCOCC3)c3ccccc3c2=O)c(OC)c1	-2	8	-10	12	1	-7	-3	2
4	COc1ccc(C(=O)Nc2ccccc2C)cc1S(=O)(=O)N1CCOCC1	6	7	-12	12	-4	0	9	10
5	COc1cc2c(cc1OC)C(c1ccc(Cl)cc1)=NCC2	0	8	6	-19	7	3	17	-1
6	CC(=O)Nc1ccc(NC(=O)C(C)c2cccc(C(=O)c3ccccc3)c2)cc1 (centres undefined)	17	1	-2	11	-20	10	15	-8
7	O=C1CSC(=S)N1c1cccc(O)c1	-4	5	-7	24	0	21	17	-5
8	Cc1cc[n+](Cc2ccc([N+](=O)[O-])cc2)cc1	2	0	-2	-14	-2	1	6	5
9	Cc1nc(NC(=O)C2CC2)sc1C(=O)Nc1ccccc1	-1	-11	-16	9	-4	1	12	0
10	Cc1cccc(C(=O)N[C@H](C(=O)Nc2ccc(S(=O)(=O)NC3=NCCCCC3)cc2)C(C)C)c1	-2	2	-3	-14	-9	2	9	19
11	Cc1ccc(C(=O)Oc2cc(N)n(S(=O)(=O)c3ccc(F)cc3)n2)cc1	6	4	-2	3	2	-12	-18	12
12	CC(=O)C1=C(O)C(=O)N(c2ccc(C)cc2)C1c1ccccn1 (centres undefined)	-3	-10	-4	0	-2	6	-6	-4
13	Cc1ccc(C(=O)NC2CCN(S(=O)(=O)c3ccc(C)cc3)CC2)cc1	6	-22	1	14	-2	18	-7	26
14	Cc1ccc(C2C(C(=O)c3cccs3)=C(O)C(=O)N2CCN2CCOCC2)o1 (centres undefined)	-8	0	2	7	7	-18	8	-10
15	O=c1[nH]ncc(N2CCCC2)c1Cl	-8	1	4	9	11	-18	11	-16
16	O=C(O)CSc1nc2c(cnn2-c2ccccc2)c(=O)n1-c1ccc(Br)cc1	7	-4	-12	12	5	5	3	16
17	CC[C@@H](C(=O)[C@@H](C)[C@@H](O)[C@H](C)[C@@H]1O[C@@H]([C@@H](CC)C(=O)O)CC[C@@H]1C)[C@H]1O[C@]2(C=C[C@@H](O)[C@]3(CC[C@@](C)([C@H]4CC[C@](O)(CC)[C@H](C)O4)O3)O2)[C@H](C)C[C@@H]1C	·	90*	-78	·	3	·	-37	·
18	CCOC(=O)N1CCN(CC(=O)Nc2ccc([N+](=O)[O-])cc2C(=O)Nc2ccccc2F)CC1	3	6	-22	-2	-8	42	4	38*
19	Cc1cc(Oc2ccccc2)nc(SCC(=O)Nc2ccccc2)n1	7	-11	-2	-2	-14	5	5	4
20	Cc1cc(C(=O)CSc2nncs2)c(C)n1Cc1ccco1	7	-51	4	-21	-9	-83	15	-156
21	O=C(CSc1nncs1)NCCCc1ccccc1	-1	-3	0	11	2	-9	-11	2
22	CCOC(=O)COc1ccc2c(c1)C(=O)CC(C)(C)O2	10	0	-1	-36	-7	2	-11	14
23	CC(C)c1ccc2[nH]c(O)c(N=NC(=O)c3cccc(S(=O)(=O)Nc4ccc(Cl)cc4)c3)c2c1	-29	-6	-1	10	-1	-4	16	-5
24	O=S(=O)(CCc1nc2ccccc2s1)c1ccc(Cl)cc1	-2	-5	-20	5	-2	2	-10	11
25	O=C(COC(=O)C1CC(=O)N(c2ccc3c(c2)OCCO3)C1)Nc1ccc2c(c1)CCC2 (centres undefined)	-1	1	-10	-7	-4	5	-6	0
26	O=C1NCC(c2ccccc2)C1C(=O)N/N=C/c1ccc(Cl)s1 (centres undefined)	-11	7	3	-21	-1	-3	4	0
27	Cc1ccc(NC(=O)CCn2c(=O)c3cccn3c3ccccc32)c(C)c1	5	5	1	0	5	-3	2	-6
28	O=C(O)c1ccc(/C=C2\SC(=S)N(NC(=O)c3ccc(Br)cc3)C2=O)cc1	-22	10	5	22	17	-6	6	-5
29	COc1cccc(C2(c3cccc(OC)c3)CC2C(=O)Nc2ccc(F)cc2)c1 (centres undefined)	7	3	13	3	2	-10	5	-15
30	Cn1c(CSc2ccccc2)c(C#N)c2ccccc21	8	-30	20	3	2	-30	13	-57
31	CCCCn1c(/N=C/c2cc(OC)ccc2O)nc2ccccc21	-9	1	-8	22	-5	-13	4	-26
32	CCOC(=O)/C=C/[C@H]1Cc2ccccc2CO1	-5	-10	2	1	-5	-2	5	-6
33	CCOC(=O)N1CCN(c2c(-c3ccc(C)cc3)c(=O)c2=O)CC1	1	5	-1	1	2	11	9	10
34	Nc1nc(SCC(=O)Nc2c(Br)cc([N+](=O)[O-])cc2Br)n[nH]1	-9	-8	-7	-13	-7	-3	-12	-2
35	Cc1cccc(N2C(=O)CCC2=O)n1	-1	7	-3	2	-13	-5	4	16
36	CC(NC(=O)OCc1ccccc1)C(=O)OCN1C(=O)c2ccccc2C1=O (centres undefined)	3	-12	8	4	-4	0	-18	17
37	O=C1OC[C@H](Cc2ccc3c(c2)OCO3)/C1=C\c1ccc2c(c1)OCO2	10	39	5	9	3	20	15	-36
38	CN(C)NC(=O)c1ccsc1NC(=O)c1ccc(S(=O)(=O)N(C)C)cc1	3	0	1	15	1	3	8	12
39	COc1ccccc1C/C(N)=N/OC(=O)c1cccs1	-8	·	-18	-109	-20	-2	-30	15
40	O=C(CCS(=O)(=O)c1ccccc1)OCc1ccc([N+](=O)[O-])cc1	-2	0	2	4	0	-5	-4	-4
41	Cc1noc(C)c1COc1cccc(C(=O)OC(C)C(=O)Nc2c(C)n(C)n(-c3ccccc3)c2=O)c1 (centres undefined)	-1	-16	-6	9	7	6	6	5
42	COc1ccc(/C=C2\SC(=O)N(CCNC(=O)C3CC(=O)N(c4ccccc4)C3)C2=O)cc1 (centres undefined)	1	-13	5	15	-7	-9	-2	-2
43	O=C(c1ccnc(Cl)c1)N1CCCC(N2CCN(c3ccccc3F)CC2)C1 (centres undefined)	-4	-19	4	15	-4	14	16	-15
44	Cc1cccc(OCC(=O)N2CCOCC2)c1	1	-14	-6	-21	2	-10	-25	-40
45	Clc1ccc(Cn2ncc3c(N4CCOCC4)ncnc32)cc1	3	-4	4	-1	-5	-3	1	26
46	COCCCNC(=S)NCCNc1nc2cc(C)c(C)cc2cc1C#N	-4	6	-6	-15	-3	-9	1	-12
47	Cc1ccc(C(=O)N2CCN(S(=O)(=O)c3ccc(Br)cc3)CC2)o1	4	23	25	20	0	-2	5	18
48	CC1(C)CN(c2ccc(CC#N)cc2)C1=O	-1	-4	2	2	-3	-19	-13	1
49	O=C(CCn1c(=O)c2cccn2c2ccccc21)Nc1ccc(F)cc1	0	-5	4	-21	-11	-10	8	9
50	COCc1c(C(=O)OCC(=O)c2c(N)n(CC(C)C)c(=O)n(C)c2=O)oc2ccccc12	-24	21	12	0	-4	6	2	-6

Some entries already given with just CCR6 antagonist and UBC13 inh.
cpd | Compound | CCR6 antagonist | UBC13 inh
37 | O=C1OC[C@H](Cc2ccc3c(c2)OCO3)/C1=C\c1ccc2c(c1)OCO2 | 15 | 10
38 | CN(C)NC(=O)c1ccsc1NC(=O)c1ccc(S(=O)(=O)N(C)C)cc1 | 8 | 3
39 | COc1ccccc1C/C(N)=N/OC(=O)c1cccs1 | -30 | -8
40 | O=C(CCS(=O)(=O)c1ccccc1)OCc1ccc([N+](=O)[O-])cc1 | -4 | -2
41 | Cc1noc(C)c1COc1cccc(C(=O)OC(C)C(=O)Nc2c(C)n(C)n(-c3ccccc3)c2=O)c1 (centres undefined) | 6 | -1

(cont.)
#	canonical_smiles	UBC13 inh	Gli-Sufu antag	EBI2 antag	APJ antagonist	CXCR6 inh	Jurkat NFkB inh	CCR6 antagonist	697 NFkB inh
51	COc1ccc(CCNS(=O)(=O)c2ccc3c(c2)OCCO3)cc1OC	5	·	-10	0	-1	5	19	16
52	O=C(NCc1ccccn1)C1C2C=CC(C2)C1C(=O)Nc1ccc(F)cc1 (centres undefined)	0	0	-26	-7	-4	8	7	-1
53	COc1cc2c(cc1OC)C1=NC(=O)CN1C(SCc1ccccc1)=N2	4	25	0	0	1	5	3	14
54	O=C(CN1C(=O)/C(=C2\SC(=S)N(C3CCS(=O)(=O)C3)C2=O)c2ccccc21)Nc1ccc(F)cc1 (centres undefined)	-74	-11	3	-7	8	11	21	-9
55	Cc1sc2ncnc(N3CCC(C(=O)Nc4nnc(SCc5ccccc5F)s4)CC3)c2c1C	-12	4	11	-5	0	-2	5	-13
56	O=C(CCCn1c(=O)[nH]c2ccccc2c1=O)NCCSCc1ccccc1	10	0	5	-9	0	15	10	16
57	COC(=O)c1cn(C(=O)c2ccccc2Cl)c2ccccc12	3	-4	11	8	1	19	15	13
58	O=C(NNC(=S)NC(=O)c1ccccc1[N+](=O)[O-])c1ccccc1O	19	19	0	-5	-2	-17	24	7
59	CCCN(CC(=O)Nc1ccc(C(N)=O)cc1)CC(=O)Nc1cc(Cl)ccc1Cl	-5	0	-4	-32	-3	2	9	-15
60	CC(=O)c1ccc(N(CC(=O)NC2CCCC2)C(=O)CNC(=O)c2cccs2)cc1	-12	-6	-10	4	-7	-6	-1	12

Single entries from the list.
O=C(NNC(=S)NC(=O)c1ccccc1[N+](=O)[O-])c1ccccc1O in Gli-Sufu antag shows 19
Cc1sc2ncnc(N3CCC(C(=O)Nc4nnc(SCc5ccccc5F)s4)CC3)c2c1C in Gli-Sufu antag shows 4

(further entries)
#	canonical_smiles	UBC13 inh	Gli-Sufu antag	EBI2 antag	APJ antagonist	CXCR6 inh	Jurkat NFkB inh	CCR6 antagonist	697 NFkB inh
61	CC(NC(=O)CCNS(=O)(=O)c1cccc2nonc12)c1ccccc1 (centres undefined)	7	-3	0	7	-1	-7	-11	10
62	CN1CCCN(C(=O)CNC(=O)c2ccccc2F)CC1	1	-8	-4	4	4	-1	8	-5
63	COc1cccc(NC(=O)NCc2ccc(F)cc2)c1	-7	-22	1	0	-5	-13	11	-15
64	O=C(Nc1ccccc1Oc1ccccc1)c1ccccc1F	-10	3	-6	5	12	0	-1	-7
65	COc1cccc(OCCOc2ccc(/C=C3\C(=N)N4N=C(S(C)(=O)=O)SC4=NC3=O)cc2OC)c1	·	6	-6	·	4	·	9	·
66	Cc1cccc(C)c1OCCN1CCOCC1	5	47	6	10	7	8	12	9
67	O=C(Nc1ccc(-c2ccc([N+](=O)[O-])cc2)cc1)c1ccccc1F	-8	0	-21	5	-4	-7	-33	-6
68	CC1Cc2ccccc2N1C(=S)NC(=O)C1(C)CC1(Cl)Cl (centres undefined)	9	2	7	-11	9	-5	17	-2
69	Oc1ccccc1-c1n[nH]c(-c2ccccc2O)n1	·	5	-6	·	-5	·	6	·
70	O=C(NCc1cn(-c2ccccc2)nc1-c1ccccc1)c1cc([N+](=O)[O-])cc([N+](=O)[O-])c1	-12	-5	0	-55	-11	3	-11	-1
71	COc1ccc(C=NNc2ccc([N+](=O)[O-])cc2S(=O)(=O)Nc2ccccc2C(=O)O)cc1OC	-60	3	9	27	21	-13	33	-8
72	CC(C)CCN1CCN(Cc2ccc(C(F)(F)F)cc2)CC1CCO (centres undefined)	-4	6	-1	-4	0	-14	10	1
73	CC(=O)Nc1ccc(NC(=O)C(NS(=O)(=O)c2cccc3nsnc23)C(C)C)cc1 (centres undefined)	-4	-34	-8	-3	0	-3	7	20
74	CCOc1ccc2nc(NCCNC(=O)CC)c(C#N)cc2c1	-2	-10	-3	-28	-6	-5	-3	6
75	O=C(NC1CC1)c1ccc(NC(=O)C2CCC2)cc1	·	-2	4	·	-9	·	-6	·
76	COc1ccc(OC)c(/C=N\NC(=O)c2c(C)nc3cc(C)ccn23)c1	13	-14	4	-15	-5	2	-4	23
77	O=C1COc2ccc(S(=O)(=O)N3CCCC3)cc2N1	-7	-12	-10	-11	-4	1	15	0
78	O=C(O)CC(C(=O)O)n1nc(-c2ccccc2)cc1-c1ccccc1 (centres undefined)	0	-10	2	-1	-9	-17	-30	-32
79	O=C(COC(=O)/C=C/c1ccccc1)NNC(=O)c1ccc([N+](=O)[O-])cc1	1	-11	-23	-12	3	-1	3	13
80	O=C(NCCc1nc2ccccc2[nH]1)c1ccc([N+](=O)[O-])cc1	3	-6	-8	6	-14	16	-9	9
